# WRN inhibitor: blocks human WRN helicase; WRN helicase unwinding, fluorescent forked duplex, kinetic; 360,000 tested, 0.46% active; Potency, µM (highest dose often 114 µM), inactives show at the highest dose activity change, negative = inhibition, actives largely listed as inhibitors; Q14191; further: potency means the concentration at half of the fitted maximal effect; on the % scale 0 is the no-effect control and ±100 the full control effect; nearly all actives have a fitted effect of over 55% in size
#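 Fluorescence dequenching readout, ex 525 nm/em 598 nm, kinetic mode: forked duplex DNA (100 nM final) with adjacent fluorophore and quencher unwound by WRN (20 nM final) with 2 mM ATP. Compound preincubation 15 min, room temperature.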
# FUS suppressor: FUS proteinopathy suppression in yeast | S. cerevisiae FUS-expressing, growth rescue, OD600, 24 h | Potency, µM (top dose mostly 76.6 µM), for the others: at the highest dose growth rescue (activation), actives largely listed as activators | 390,000 tested, 0.24% active | AID 1347120;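 further: potency means the concentration at half of the fitted maximal effect; plate controls were DMSO vehicle for no effect and reference control for full effect; nearly all actives have a fitted effect of over 55% in size; some results filed as inactive show a strong effect at the top dose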
#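 Absorbance at 600 nm, taken 24hr after compound addition, measured rescue of FUS-yeast growth at 30C. Induction used 2% galactose with seeding at OD 0.005. Controls: CP55940 from 92uM final, DMSO only.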
# IL2 activator: activators of IL-2. IL-2 activation reporter assay, cell-based qHTS; stimulated with anti-CD3/CD4/CD28 beads; in transgenic mouse T cells. activation, % (series mostly up to about 46 µM). 360,000 tested, 0.065% active; in the data active means activation above about 50%; inconclusive means mostly about 30% to 49%; further: 0% is about no effect
#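 First, unstimulated transgenic mouse T cells were exposed to compound for 60 min. Next, anti-CD3/anti-CD4-coated beads with anti-CD28 were added. Finally, after 18 h at 37 degrees C, EGFP and DsRed were imaged.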
# Abeta rescue: restores growth of yeast expressing A-beta42 peptide; yeast expressing A-beta42, growth rescue, OD600, 48 h; response scale: 0% DMSO, 100% iron-clioquinol control; Potency, µM (series often up to 46.1 µM), inactives show at the highest dose growth rescue, most hits filed as activators; 410,000 tested, 0.063% active; AID 1347071; further: potency means the concentration at half of the fitted maximal effect; nearly all actives have a fitted effect of over 55% in size
#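 Growth rescue measured by 600 nm absorbance after 48 h yeast culture at 30 C with compound. Values normalized between DMSO and an equimolar ferric chloride plus clioquinol control.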
# EPAC1 ag: activates human EPAC1 exchange factor. O95398. EPAC1 agonist qHTS, biochemical assay; response scale: 100% = response to 6.5 mM cAMP. Potency, µM (highest dose often 154 µM), for inactives: top-dose activation, actives largely listed as activators. 360,000 tested, 0.073% active. AID 720707; further: potency means the concentration at half of the fitted maximal effect; nearly all actives have a fitted effect of over 60% in size
# Target sequence (O95398 whole entry, looked up): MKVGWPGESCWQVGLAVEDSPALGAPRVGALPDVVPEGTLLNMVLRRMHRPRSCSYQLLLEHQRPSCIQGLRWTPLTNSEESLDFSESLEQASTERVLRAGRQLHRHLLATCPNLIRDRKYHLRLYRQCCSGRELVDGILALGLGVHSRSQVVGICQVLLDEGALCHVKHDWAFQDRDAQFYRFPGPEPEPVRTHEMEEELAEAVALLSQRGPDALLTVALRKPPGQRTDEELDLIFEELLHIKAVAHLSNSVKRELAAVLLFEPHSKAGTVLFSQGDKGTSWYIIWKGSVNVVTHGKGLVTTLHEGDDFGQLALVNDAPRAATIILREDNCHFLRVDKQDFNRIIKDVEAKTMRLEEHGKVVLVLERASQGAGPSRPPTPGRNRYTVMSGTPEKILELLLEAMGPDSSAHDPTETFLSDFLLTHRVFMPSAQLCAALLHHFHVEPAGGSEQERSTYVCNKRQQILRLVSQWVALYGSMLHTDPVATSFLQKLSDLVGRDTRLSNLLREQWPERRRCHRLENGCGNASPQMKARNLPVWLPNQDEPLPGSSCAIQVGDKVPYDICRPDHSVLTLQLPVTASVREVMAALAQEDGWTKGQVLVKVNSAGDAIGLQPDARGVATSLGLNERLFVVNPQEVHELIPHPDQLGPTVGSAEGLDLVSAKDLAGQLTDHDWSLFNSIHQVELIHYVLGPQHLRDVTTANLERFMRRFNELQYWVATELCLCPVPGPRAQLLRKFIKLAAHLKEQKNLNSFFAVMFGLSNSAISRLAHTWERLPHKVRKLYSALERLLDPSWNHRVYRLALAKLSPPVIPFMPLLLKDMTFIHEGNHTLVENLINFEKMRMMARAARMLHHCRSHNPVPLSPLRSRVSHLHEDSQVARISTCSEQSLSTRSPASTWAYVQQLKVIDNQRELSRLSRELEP
#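 Compounds were pinned as a concentration titration into mixtures of EPAC1 (100 nM), BODIPY-GDP-loaded Rap1B (250 nM) and GDP (50 uM). After 5 min at room temperature, fluorescence was followed for 30 min; activity was scaled to 6.5 mM cAMP.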
# PLK1 PBD block: inhibitors of human PLK1 polo-box domain binding; Plk1 PBD binding of FITC phosphopeptide, fluorescence polarization; Potency, µM, for inactives: max response, negative = inhibition, hits mostly inhibitors; 360,000 tested, 2.8% active; AID 720504; further: potency means the concentration at half of the fitted maximal effect; series mostly up to about 57 µM; on the % scale 0 is the no-effect control and ±100 the full control effect; nearly all actives have a fitted effect of over 65% in size
# PI5P4Ka inh: blocks human PI5P4K alpha kinase activity. PI5P4Kalpha enzyme, ADP-Glo luminescence, 60 min; stronger effect = lower value. 330,000 tested, 1.2% active. max response, %. P48426; active means max response of -50% or lower; inconclusive means between -30% and -50%; inactive means -30% or higher; further: value at the top dose of about 77 µM; on the % scale 0 is the no-effect control and ±100 the full control effect
#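 Single end-point luminescence (ADP-Glo) quantified ADP from PI5P4Kalpha turnover; ATP 5 microM final, 1 h at RT, 0.1% CHAPS and 0.28 mM EGTA in HEPES pH 7.4.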
# EPAC1 antag: blocks human EPAC1 exchange factor. O95398. EPAC1 GEF assay, Rap1b-BODIPY-GDP exchange fluorescence. Potency, µM (top dose mostly 115 µM), without a hit: at the highest dose activity change, negative = inhibition, actives largely listed as inhibitors. AID 720709. 360,000 tested, 0.14% active;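 further: potency means the concentration at half of the fitted maximal effect; plate controls were vehicle for no effect and positive control for full effect; nearly all actives have a fitted effect of over 50% in size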
# The depositor's hits bear a star; ? = inconclusive; / = not tested or not shown; & = joins results of further samples; [ ] = another dose, or the depositor's remark. Unless noted, the call rests on the fitted dose curve; in most records, active means well fitted curve in the direction sought with a large enough effect; inconclusive means small, poorly fitted or top-dose-only effect, or another doubt; inactive means no such curve, though single readings can be large; an effect the other way counts as inactive or inconclusive.
SMILES,WRN inhibitor,FUS suppressor,IL2 activator,Abeta rescue,EPAC1 ag,PLK1 PBD block,PI5P4Ka inh,EPAC1 antag
Cc1ncc(CNC(=O)N(CCCl)N=O)c(N)n1,2%,-35%,-0.6,-23%,-4%,-9%,1,0%
O=C(c1ccccc1)c1ccc(N=Nc2c(O)[nH]c(=O)[nH]c2=O)cc1,4%,-4%,-0.2,-8%,0%,-27%,-4,-19%
COC(=O)C1=CO[C@@H](C)[C@@H]2CN3CC[C@@]4(C(=O)Nc5ccccc54)[C@@H]3C[C@H]12,-2%,0%,-0.2,4%,-10%,4%,2,-9%
Cc1cccc(CC(c2cccc(C)c2)N(C)C)c1 (configuration not stated),11%,10%,-0.6,5%,7%,-8%,1,-17%
O=c1c2ccccc2nc(CSc2ncnc3nc[nH]c23)n1-c1ccc(Cl)c(Cl)c1,4%,14%,-1.6,-5%,1%,-4%,0,1%
CCN1CCN(S(=O)(=O)c2cnc(Cl)c(Br)c2)CC1,0%,-10%,-1.0,-10%,7%,-13%,-8,-10%
C[N+](C)(C)CC#CCOC(=O)Nc1cccc(Cl)c1,-1%,-24%,0.7,0%,-23%,-13%,-3,-13%
Cc1cc(OCC(=O)N2CCC(C(=O)O)CC2)c2c3c(c(=O)oc2c1)CCCC3,3%,-7%,2.2,-2%,-4%,-9%,2,-11%
c1ccc2c(c1)CC1CNCc3cccc(c31)S2 (configuration not stated),3%,/,-0.3,-2%,7%,-5%,1,-8%
CCCCCn1c(=O)c(C(=O)NC(C)c2ccccc2)c(O)c2ccccc21 (configuration not stated),1%,-9%,-0.3,-32%,7%,-3%,13,-16%
COc1ccc(Cn2c(O)c(C=NCCN3CCOCC3)c(=O)[nH]c2=O)cc1,1%,16%,-0.1,3%,0%,-10%,-14,16%
CCOP(=O)(OCC)C(NC(=O)c1ccccc1Cl)=C(Cl)Cl,7%,4%,1.2,-5%,6%,-25%,-6,3%
CCCOC(=O)c1c(N)n(Cc2cccs2)c2nc3ccccc3nc12,0%,3%,-2.8,-1%,-4%,1%,4,1%
COc1ccc(CCn2c(O)c(C=NCCCO)c(=O)[nH]c2=O)cc1OC,4%,5%,1.0,3%,-2%,2%,1,19%
CCN(CC)c1nc2c(C)cccn2c(=O)c1C=C1C(=O)NC(=O)NC1=O,-2%,16%,0.1,-18%,4%,-16%,-16,5%
O=C(CN1CCOCC1)Nc1ccc(Br)cc1C(=O)c1ccccc1,-8%[57.1 µM],0%,-2.9,1%,9%,-6%,/,-1%
CCCCn1c(=O)c(C(=O)Nc2ccccc2)c(O)c2ccccc21,-7%,-15%,11,-3%,2%,-12%,1,6%
COc1ccc2c(c1)C1OCCNC1CC2 (configuration not stated),5%,-25%,2.1,-11%,-6%,3%,-5,8%
CCC1C(C#N)=C(N)Oc2c1c(=O)oc1ccccc21 (configuration not stated),-13%[57.1 µM],22%,9.7,11%,5%,-15%,-5,26%
COC(=O)C1=C(c2ccc(-c3ccccc3)c(F)c2)C[C@@H]2CC[C@H]1N2C(=O)N1CCC(C)CC1,-8%,34%,-0.4,-3%,-1%,-6%,6,-12%
CC(C)(C)C(=O)c1cn(CC(=O)NCc2ccco2)c2ccccc12,-1%,-13%,0.1,?,2%,5%,-6,5%
CCOc1ccc(NC(=O)c2ccc(NC(=O)COC(=O)Cc3ccccc3)cc2)cc1,-22%[57.1 µM],13%,-2.0,-2%,-2%,-4%,-17,-3%
COc1ccc([C@@H](O)[C@@H](N)c2ccccc2)cc1,2%,-14%,-2.0,-15%,7%,2%,-1,3%
CN1C2CCC1CC(OC(=O)c1ccc(Cl)cc1)C2 (configuration not stated),12%,-13%,-2.0,-2%,-5%,27µM*,-4,-7%
CN1C(=O)N(C)C(=O)C2(Cc3ccccc3N3CCCC32)C1=O (configuration not stated),7%,27%,-1.9,-6%,-5%,-17%,0,16%
CN1CC(C#N)C2(O)c3ccccc3CCC2C1 (configuration not stated),-4%,-6%,0.1,13%,9%,-5%,-2,-11%
CCOC(=O)[C@]12Cc3cc(OC)ccc3[C@H]1N(Cc1ccccc1)C(=O)c1cc(OC)ccc12,1%,37%,0.0,-22%,-8%,?,-2,-13%
CCOC(=O)C1C2c3ccccc3O[C@@]1(C)N=C1SCC(=O)N12 (some centres not stated),2%,-19%,-1.5,10%,11%,-23%,/,-6%
c1ccc(CCn2nnnc2CN2CCC(n3nnc4ccccc43)CC2)cc1,6%,37%,1.2,-10%,8%,-1%,/,7%
CN1CCC(OC(=O)c2cccc(F)c2)CC1,-12%,-23%,1.3,-3%,0%,-15%,9,-23%
Cc1c(Cl)cccc1NC(=S)N1CC2CC(C1)c1cccc(=O)n1C2 (configuration not stated),-25%[57.1 µM],6%,0.0,-2%,3%,-4%,5,-5%
CCCC12CN3CC(CCC)(CN(C1)C3c1ccccn1)C2=O (configuration not stated),-1%,3%&11%,-2.6,16%&14%,1%,0%,/,19%
O=c1ccc2cc3ccoc3c(O)c2o1,-7%,-6%,-0.1,-5%,-8%,-9%,-17,-3%
Cc1cc(C)nc(-n2c(C)nc3cc(Cl)ccc3c2=O)c1,9%,-13%,-0.2,-8%,-3%,-4%,-1,-2%
O=c1c2ccccc2nc(C[n+]2ccccc2)n1-c1cccc(C(F)(F)F)c1,6%,5%,2.1,-6%,-1%,0%,-1,16%
CN(C)c1cccc2c(C#N)ccc(N(C)C)c12,-25%,18%,0.6,-6%,-1%,?,-18,-9%
O=Cc1cn(CCCOc2ccccc2)c2ccccc12,-3%,-2%,-2.7,-2%,14%,-5%,9,-10%
NP(=O)(Oc1ccccc1)c1ccccc1 (configuration not stated),-2%,/,-1.1,-6%,-7%,-1%,0,-10%
CN1C(=O)C(=Cc2ccc(Sc3ccccc3)o2)C(=O)N(C)C1=O,?,20%,-0.1,5%,-3%,?,3,12%
COc1ccccc1NC(=O)N1C[C@@H]2C[C@@H](C1)c1cccc(=O)n1C2,8%,-14%,0.8,-3%,-1%,-8%,4,-4%
CN(Cc1cccc(-c2ccncc2)c1)C(=O)Oc1ccccc1Cl,-6%,-5%,-1.0,-5%,9%,-11%,-3,?
CC1=C(C(=O)Nc2ccccc2)S(=O)(=O)CCO1,8%,7%,-5.5,14%,5%,-6%,-5,-16%
CC(=NCc1cccnc1)c1c(O)n(-c2ccccc2)c(=O)[nH]c1=O,2%,8%,-1.0,2%,-2%,-9%,/,7%
CN1CCN(c2ccc(C(N)=O)cc2[N+](=O)[O-])CC1,1%,-5%,-1.9,-13%,-6%,-9%,-7,-9%
COC(=O)C1=C(c2ccccc2)C[C@@H]2CC[C@H]1N2C(=O)NCc1ccccc1,8%,6%,0.1,3%,3%,-4%,5,4%

# Look-ups from the entries so far.
# PLK1 PBD block, CN1CCN(c2ccc(C(N)=O)cc2[N+](=O)[O-])CC1 stands at -9%
# EPAC1 antag, O=c1ccc2cc3ccoc3c(O)c2o1 stands at -3%

# Grouped by structure: those above with a furan ring, fused or not
SMILES,WRN inhibitor,FUS suppressor,IL2 activator,Abeta rescue,EPAC1 ag,PLK1 PBD block,PI5P4Ka inh,EPAC1 antag
CC(C)(C)C(=O)c1cn(CC(=O)NCc2ccco2)c2ccccc12,-1%,-13%,0.1,?,2%,5%,-6,5%
O=c1ccc2cc3ccoc3c(O)c2o1,-7%,-6%,-0.1,-5%,-8%,-9%,-17,-3%
CN1C(=O)C(=Cc2ccc(Sc3ccccc3)o2)C(=O)N(C)C1=O,?,20%,-0.1,5%,-3%,?,3,12%

# (more compounds)
SMILES,WRN inhibitor,FUS suppressor,IL2 activator,Abeta rescue,EPAC1 ag,PLK1 PBD block,PI5P4Ka inh,EPAC1 antag
CCOC(=O)c1cnc(SCc2ccc(Cl)c(Cl)c2)nc1N1CC1,-12%,21%,-0.5,-21%,-4%,0%,1,-21%
Fc1ccc(Cn2nnnc2C(c2ccc(Cl)cc2)N2CC=C(c3ccc(F)cc3)CC2)cc1 (configuration not stated),5%,1%,0.1,-7%,-4%,-9%,4,-14%
CC12CCC3c4ccc(OC(=O)N(CCCl)CCCl)cc4CCC3C1CCC2O (configuration not stated),-5%,/,-5.7,7%,18%,2%,36,4%
CC(=NCc1ccc2c(c1)OCO2)c1c(O)n(-c2ccccc2)c(=O)[nH]c1=O,6%,9%,-4.0,-8%,3%,1%,-1,-6%
COC(=O)C1=C(c2ccc(OC(F)(F)F)cc2)C[C@@H]2CC[C@H]1N2C(=O)NC1Cc2ccccc2C1,-2%,?,0.4,-10%,-11%,-8%,10,-13%

# Some of the entries so far, with values under each structure:
# Order of results – WRN inhibitor	FUS suppressor	IL2 activator	Abeta rescue	EPAC1 ag	PLK1 PBD block	PI5P4Ka inh	EPAC1 antag
> CCOC(=O)c1cnc(SCc2ccc(Cl)c(Cl)c2)nc1N1CC1
 : -12%	21%	-0.5	-21%	-4%	0%	1	-21%
> Fc1ccc(Cn2nnnc2C(c2ccc(Cl)cc2)N2CC=C(c3ccc(F)cc3)CC2)cc1 (configuration not stated)
 : 5%	1%	0.1	-7%	-4%	-9%	4	-14%
> CC12CCC3c4ccc(OC(=O)N(CCCl)CCCl)cc4CCC3C1CCC2O (configuration not stated)
 : -5%	/	-5.7	7%	18%	2%	36	4%
> CC(=NCc1ccc2c(c1)OCO2)c1c(O)n(-c2ccccc2)c(=O)[nH]c1=O
 : 6%	9%	-4.0	-8%	3%	1%	-1	-6%
> COC(=O)C1=C(c2ccc(OC(F)(F)F)cc2)C[C@@H]2CC[C@H]1N2C(=O)NC1Cc2ccccc2C1
 : -2%	?	0.4	-10%	-11%	-8%	10	-13%

# Screening data as filed in PubChem.

# Only part of the results is shown; rates above refer to the full screens.
